Screens as filed in PubChem BioAssay.
HSF1 inhib: HSF1 inhibition; NIH3T3-HGL HSE-luciferase, MG132-induced, luminescence 8 h; stronger effect = lower value; activity change, negative = inhibition, % at 7.5 µM (by protocol); 300,000 compounds, 0.77% hits; AID 2098;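 active = more than half of replicate wells show activity change below -50%, luminescence cut by over half; inconclusive = some wells, but at most half, below -50%; inactive = no replicate well below -50%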;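 also: luciferase reports HSF-1 transcriptional activity via heat shock element; 0% = median of DMSO wells and -100% = zero luminescence signal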
Dyrk1A ADPGlo: inhibitors of rat Dyrk1A kinase; ADP-Glo luminescence, NFATc1 peptide; inhibition, % at 12.5 µM; 310,000 compounds, 0.43% hits; in the data active = inhibition above about 50%;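 also: plate controls were vehicle with enzyme for no effect and no enzyme for full effect; many of its hits are not listed in these tables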
HSF-1 act: increases HSF-1 driven luciferase reporter signal; NIH3T3-HGL HSF-1 luciferase reporter, MG132, 8 h; 100% = twice DMSO control signal; activation, % at 9 µM; 300,000 compounds, 1.7% hits;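 active = mean replicate activation of at least 50% with a set share of replicates each reaching 50%; inconclusive = only one of those two conditions met; inactive = mean below 50% and too few replicates reaching it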;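 also: 0% = median of the neutral control wells and 100% = twice that signal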
HSP90 refold inh: blocks HSP90-mediated luciferase refolding in reticulocyte lysate; 290,000 compounds, 0.91% hits; Rabbit reticulocyte lysate, luciferase refolding luminescence, 3 h; AID 1789; inhibition, % at 5.6 µM;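 active = inhibition above the screen-wide mean plus 3 SD, computed separately per campaign, cut at about 16% in these data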;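 also: 0% = DMSO wells and 100% = 60 µM geldanamycin wells; inhibitors lower the luminescence because luciferase stays unfolded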
PolyA inhibitor: inhibitors of polyadenylation in S. cerevisiae | 300,000 compounds, 0.02% hits | S. cerevisiae SKY197-pL101 polyadenylation reporter, beta-gal luminescence; efflux-impaired pdr1/pdr3 knockout yeast; score 100 = 6 SD above DMSO | calls only at 12 µM | AID 1875;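 active = lowest replicate activity score at least 50, where 100 means six control SD above control mean; inconclusive = lowest score under 50 but half or more replicates reach 50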;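 also: yeast exposed to compound for 9 h at 30 °C; higher score means more reporter readthrough which indicates perturbed polyadenylation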
GSK3 alpha inh: inhibitors of human GSK-3 alpha kinase; P49840; ADP-Glo luminescence, 60 min; inhibition, % at 10 µM; 320,000 compounds, 0.1% hits; AID 2650;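 in the data active = inhibition above about 50%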;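 also: GST-tagged GSK-3 alpha with peptide substrate and 25 µM ATP; 0% = DMSO neutral wells and 100% = GW8510 positive control wells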
GSK3B inh: human GSK3beta kinase inhibition; P49841; activity score (negative = inhibition), % at 10 µM; 300,000 compounds, 0.038% hits; GST-GSK3beta kinase, ADP-Glo luminescence, 60 min; stronger effect = lower value; AID 2097;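 active = more than half of replicate wells score below -50%, meaning over 50% inhibition versus plate controls; inconclusive = some replicates but at most half score below -50%; inactive = no replicate scores below -50%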;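 also: 0% = median DMSO wells and -100% = median GW8510 positive control wells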
Target sequence (P49841 whole entry, looked up): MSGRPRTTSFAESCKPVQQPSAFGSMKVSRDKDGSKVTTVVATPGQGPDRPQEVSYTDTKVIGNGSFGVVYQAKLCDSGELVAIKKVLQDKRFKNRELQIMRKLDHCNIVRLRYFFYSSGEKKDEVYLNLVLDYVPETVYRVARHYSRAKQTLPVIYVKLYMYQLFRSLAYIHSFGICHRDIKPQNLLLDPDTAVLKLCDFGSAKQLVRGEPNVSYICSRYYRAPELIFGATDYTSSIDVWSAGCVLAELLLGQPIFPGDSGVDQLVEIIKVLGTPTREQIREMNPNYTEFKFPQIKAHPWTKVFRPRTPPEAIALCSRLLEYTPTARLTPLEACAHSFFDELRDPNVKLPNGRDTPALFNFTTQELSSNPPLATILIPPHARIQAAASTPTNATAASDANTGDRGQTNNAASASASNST
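test system = GST-tagged human GSK3beta kinase, cell-free | reagent = 25 µM ATP with peptide substrate | dosing = one dose of 10 µM per compound | schedule = 60 min reaction, RT | detection = luminescent ADP-Glo measurement of ADP formed | control set = DMSO neutral wells and GW8510 at 20 µM as positive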
Platelet DG rel: platelet dense granule release activity; human platelet-rich plasma, SFLLRN dense granule ATP release, luminescence; inhibition, %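 (compounds screened at 7.5 µM in platelet-rich plasma)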; 300,000 compounds, 0.22% hits;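 active = mean replicate score, as percent of positive control, at or above 50; inconclusive = mean below 50 but at least one replicate at or above 50; inactive = mean and every replicate below 50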
AI-2 QS mod: Vibrio harveyi AI-2 quorum sensing modulation; AID 2094; 300,000 compounds, 0.4% hits; Vibrio harveyi JMH597 AI-2 luminescence/OD600 ratio, 9 h; stronger effect = lower value; strain lacks LuxN and CqsS sensors; 0 = neutral-control median; activity change, % at 7.5 µM; in the data active = activity change below about -75%, passing the limit was not always enough; inconclusive = no clear call, values can overlap the other calls;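 also: luminescence divided by OD600 gain over 9 h not by final OD600 alone; inactives centre near 13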
HDAC3 inh: blocks human histone deacetylase 3; O15379; recombinant HDAC3, fluorogenic peptide/trypsin coupled, fluorescence; inhibition, % at 8.3 µM; 320,000 compounds, 0.15% hits; AID 2718; in the data active = inhibition above about 26%, passing the limit was not always enough; inconclusive = no clear call, values can overlap the other calls
Target sequence (O15379 whole entry, looked up): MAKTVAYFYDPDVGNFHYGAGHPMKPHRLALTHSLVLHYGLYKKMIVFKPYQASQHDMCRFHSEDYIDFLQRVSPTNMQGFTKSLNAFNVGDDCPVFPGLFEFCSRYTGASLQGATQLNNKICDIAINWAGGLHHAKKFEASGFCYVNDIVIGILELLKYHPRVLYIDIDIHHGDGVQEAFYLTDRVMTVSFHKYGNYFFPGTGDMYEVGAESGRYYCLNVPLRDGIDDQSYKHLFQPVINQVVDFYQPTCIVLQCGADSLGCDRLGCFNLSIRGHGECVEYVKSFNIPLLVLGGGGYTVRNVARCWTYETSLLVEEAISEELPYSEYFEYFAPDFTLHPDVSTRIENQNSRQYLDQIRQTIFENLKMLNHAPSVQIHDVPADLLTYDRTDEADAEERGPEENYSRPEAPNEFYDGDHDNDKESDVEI
The depositor's hits bear a star; i = inactive; ? = inconclusive; . = not tested or not shown. This is a subset (hit frequency here may not be typical).

SMILES	HSF1 inhib	Dyrk1A ADPGlo	HSF-1 act	HSP90 refold inh	PolyA inhibitor	GSK3 alpha inh	GSK3B inh	Platelet DG rel	AI-2 QS mod	HDAC3 inh
O=C(O)CCC(=O)NNC(=O)c1ccc(Br)cc1	-1	-4	-2	3	i	1	1	0	28	-1
O=C(COC(=O)CCOc1ccccc1)Nc1ncc(Cl)cc1Cl	5	3	-9	-2	i	-1	1	10	4	-2
CCS(=O)(=O)Nc1ccc(-c2nnc(SCC(=O)OC)o2)cc1	-3	0	2	4	i	5	-1	50*	11	2
COc1ccc(-n2c(O)c(/C=N/Nc3nc(C)cc(C)n3)c3ccccc3c2=O)cc1OC	-2	4	-10	-3	i	2	2	-12	5	-1
CN1CCN(c2nc(N3CCN(c4ccccc4)CC3)ncc2F)CC1	-9	-7	14	3	i	-4	2	-5	-1	3
O=c1c2ccccc2nc(SCc2ccccc2)n1CC1CCCO1 (stereo not given)	-6	.	-4	4	i	-3	2	-3	5	1
CCCCCCCC[n+]1cccc2c3ccccc3ccc21	-18	-4	-12	1	i	4	-3	23	29	-44
N#CCCN(CCC#N)c1nnc(-c2ccccc2)s1	13	1	0	1	i	-19	-1	9	27	-6
CN(CCCN1CCOCC1)Cc1cn(C)nc1-c1ccccc1F	-3	1	-3	-2	i	0	1	-1	27	-12
CN(C)C(=O)c1nnsc1Sc1ccc(Cl)cc1	4	0	31	-1	i	1	3	1	7	13
COc1cc(C)ccc1OCc1cc(C(=O)N2CCC(c3ccc(F)cc3)C2)no1 (stereo not given)	30	0	46	10	i	-1	-1	-5	-8	1
NS(=O)(=O)c1ccc2nc(-c3ccccc3)c(-c3ccccc3)nc2c1	5	-7	0	0	i	-3	1	6	7	-6
O=S(=O)(Nc1ccc(O)c2ccccc12)c1cccs1	7	-3	27	8	i	2	0	5	19	-1
Cc1cccc(CC(=O)OCn2nnc3ccccc3c2=O)c1	-6	-5	-5	0	i	3	-1	16	16	5
OC(COc1ccc(F)cc1)CN1CCN(CC(O)COc2ccc(F)cc2)CC1 (stereo not given)	-2	-6	11	4	i	-3	0	18	13	-2

Ordered by molar mass (lowest first): three of the compounds above
SMILES	HSF1 inhib	Dyrk1A ADPGlo	HSF-1 act	HSP90 refold inh	PolyA inhibitor	GSK3 alpha inh	GSK3B inh	Platelet DG rel	AI-2 QS mod	HDAC3 inh
N#CCCN(CCC#N)c1nnc(-c2ccccc2)s1	13	1	0	1	i	-19	-1	9	27	-6
O=c1c2ccccc2nc(SCc2ccccc2)n1CC1CCCO1 (stereo not given)	-6	.	-4	4	i	-3	2	-3	5	1
OC(COc1ccc(F)cc1)CN1CCN(CC(O)COc2ccc(F)cc2)CC1 (stereo not given)	-2	-6	11	4	i	-3	0	18	13	-2

(listing goes on)
SMILES	HSF1 inhib	Dyrk1A ADPGlo	HSF-1 act	HSP90 refold inh	PolyA inhibitor	GSK3 alpha inh	GSK3B inh	Platelet DG rel	AI-2 QS mod	HDAC3 inh
O=C(NCCc1ccccc1)c1ccc2[nH]c(=O)c(=O)[nH]c2c1	-3	1	-7	-8	i	1	-1	3	27	?
COC(=O)c1c(N2C(=O)CC(Sc3ncccc3C(=O)O)C2=O)sc(C)c1C (stereo not given)	-7	-3	14	-4	i	-4	-5	-1	10	2
CCCn1cnc2c(c1=O)c1nc3ccccc3nc1n2Cc1ccccc1OC	-11	.	-6	-1	i	.	0	-1	28	.
COC(=O)c1ccc(CSc2nc3sc(C)c(C)c3c(=O)[nH]2)cc1	4	4	0	-1	i	-1	1	-1	20	3
CCOC(=O)c1c(NC(=O)CN2CCCc3ccccc32)sc(C)c1C	23	0	10	3	i	0	3	1	18	7
CCN(CC)S(=O)(=O)c1ccc(-c2nnc(SCC(N)=O)n2CC)cc1	-2	0	-10	2	i	-2	0	-4	15	-4
Cc1ccc(CNC(=O)Cn2cncn2)cc1	1	-3	3	-5	i	-2	4	1	11	-2
Cc1sc2nc(SCC(=O)NCc3ccco3)n(Cc3ccccc3)c(=O)c2c1C	4	12	9	5	i	2	-1	-4	9	-3
CCOC(=O)CSc1nc(COc2ccccc2)nc2ccccc12	1	-4	5	4	i	-4	0	-9	7	-7
Cc1nc(C(F)(F)F)ccc1C(=O)N1CCCCC1	-7	.	4	3	i	-2	-1	-2	7	-1
O=C(c1ccco1)N1CCN(CCOCCOc2cccc3ccccc23)CC1	3	2	-2	-2	i	0	-1	-1	20	1
COCCCNCCCCOc1cccc(Br)c1	-6	0	9	1	i	0	1	12	35	3
O=C(CNC(=O)c1cccs1)NCC(=O)OCC(=O)c1ccccc1	-2	1	11	-4	i	3	1	-4	14	-2
CS(=O)(=O)N(Cc1ccccc1)c1ccccn1	-2	6	7	-2	i	-1	-3	22	5	-5
O=C(COc1ccccc1[N+](=O)[O-])N/N=C/c1ccc(OC(=O)c2ccco2)cc1	1	4	7	-3	i	1	-10	-46	15	17
COC(=O)Oc1ccc(/C=N/NC(=O)CSCc2ccc(Cl)cc2)cc1OC	16	2	1	0	i	-2	-3	-2	17	9
Cc1ccc(C(=O)COC(=O)CN2C(=O)C3C4C=CC(C4)C3C2=O)cc1[N+](=O)[O-] (stereo not given)	1	1	-9	5	i	-1	2	-7	4	0
CC(=O)Nc1ccc(S(=O)(=O)NCC(=O)NCCc2ccc(S(N)(=O)=O)cc2)cc1	2	4	-5	-3	i	1	5	-1	25	-5
CCOC(=O)c1c(CSC(=N)N)n(-c2ccccc2)c2cc(Br)c(OC(C)=O)cc12	-2	17	25	-1	i	6	-8	-4	27	15
COc1ccc(OC)c(/C=C/C(=O)OCC(=O)Nc2cccc(C(C)=O)c2)c1	6	0	14	0	i	-1	5	-16	1	-1
CCOc1ccc(N(C(C)=O)c2nc(C)cc(C)c2C#N)cc1	1	-7	11	0	i	3	-4	-7	10	-1
O=C(CSc1nnc(-c2ccco2)n1Cc1ccccc1)c1ccccc1	12	4	13	1	i	0	4	-1	23	4
O=C(NCCc1ccc(Cl)cc1Cl)c1cncc(Br)c1	5	3	9	-2	i	0	4	14	6	13
COc1ccc(-c2ccnc(SCC(=O)N3CCOCC3)n2)cc1	-3	.	-6	1	i	-3	-1	-4	4	-10
CCOc1cc(/C=N/NC(=O)C(C)Sc2ccccc2)ccc1O (stereo not given)	-2	3	-1	1	i	-1	2	-8	10	-1
O=C(NC1CCCCC1)C1CCC(CNS(=O)(=O)c2ccccc2)CC1 (stereo not given)	-2	-3	-12	3	i	-1	-2	-1	8	0
Cc1ccc(C2Nc3ccccc3C(=O)N2CCCN2CCOCC2)cc1 (stereo not given)	8	.	12	1	i	2	-2	11	14	-20
O=C(NCc1ccc2[nH]c3c(c2c1)CCCC3)N1CCOCC1	-3	.	25	-1	i	-34	2	0	28	-2
O=C(COC(=O)c1cccnc1Cl)NCCC1=CCCCC1	-8	-8	8	-2	i	3	-1	-7	18	-2
COC(=O)c1ccc(C(=O)OCc2nc3cc4ccccc4cc3[nH]2)cc1	-6	6	-10	0	i	0	-1	2	17	3
COc1cccc(-c2nc(CSCC(=O)N3CCc4ccccc43)c(C)o2)c1	3	-3	3	-2	i	-1	1	9	42	4
CN=C(Nc1ccccc1)SC1CC(=O)N(c2cccc(OC)c2)C1=O (stereo not given)	0	-1	-18	2	i	3	2	3	16	2
COc1ccc(/C=C2\SC(=O)N(CC(=O)NNC(=O)c3ccccc3O)C2=O)cc1OC	-1	-1	29	0	i	-2	0	0	2	5
O=[N+]([O-])c1ccccc1/C=N\N1CCN(c2ccccc2)CC1	21	-2	36	0	.	0	2	4	47	-2
O=C1CCC2(CC1)NC(=O)N(c1ccccc1)N2	1	1	-1	-1	i	0	0	-3	11	-6
O=C(NC1CCCCC1)c1cc2ccccc2cc1O	0	16	7	1	i	0	0	0	26	.
COc1ccc(S(=O)(=O)N(C)C)cc1NC(=O)CN1C(=O)NC2(CCCC2)C1=O	6	-5	23	-4	i	1	-3	-3	16	-4
CC(C)(CSc1ccccn1)NS(=O)(=O)c1ccc(Cl)cc1	-15	-3	1	6	i	-2	0	-8	8	0
CCC(CC)C(=O)Nc1nnc(S(=O)(=O)Nc2ccc(OC)cc2)s1	-3	-6	6	-3	i	-4	6	-6	35	0
COc1cccc(-c2nc3ccc(C(=O)N4CCCC(O)C4)cc3o2)c1 (stereo not given)	-1	14	11	-2	i	-1	-2	-10	35	6
Cc1ccc(C)c(N2CN(Cc3ccco3)CNC2=S)c1	-1	-9	-8	-5	i	-1	2	14	15	-2
CC1CCCN(C(=O)COC(=O)c2cc(-c3cccs3)nn2-c2ccccc2)C1 (stereo not given)	-4	-1	20	.	i	-1	1	4	7	?
CCc1ccc2[nH]c(=O)c(CN(Cc3ccco3)C(=S)NCC3CCCO3)cc2c1 (stereo not given)	20	-1	49	-4	i	-2	-2	-5	0	5
CCC(=O)Nc1nnc(Cc2ccccc2)s1	-1	-1	23	2	i	-3	4	-4	17	-2
COc1ccc(C(=O)c2cnc3cc4c(cc3c2C)OCO4)cc1	-2	7	15	6	i	1	-7	-2	26	7
CC(=O)c1ccc(NC(=O)Cn2cnc(S(=O)(=O)N3CCOCC3)c2)cc1	5	1	18	-3	i	0	1	-2	3	5
COC(=O)c1ccc(NC(=S)Nc2ccccn2)cc1	17	9	41	2	i	15	-1	1	32	5
CCCOc1ccc2oc(=O)c3c(c2c1)CCCN3C(=O)CN1CCc2ccccc2C1	.	-6	.	0	.	1	1	.	16	0
CC(=O)N1CCN(C(=S)c2ccc(N(C)C)cc2)CC1	-11	1	8	-1	i	-4	1	-5	38	9
CC(C)C(=O)Nc1cc2c(cc1C(=O)c1ccccc1)OCCO2	1	0	-9	-1	i	-3	4	0	24	-1
Brc1ccc2[nH]c3c(N4CCc5ccccc5C4)ncnc3c2c1	44	.	58*	2	i	-11	-2	7	26	2
Cc1ccc(NC2=C(Cl)C(=O)OC2OC(=O)c2ccco2)cc1 (stereo not given)	8	-3	15	1	i	-2	1	7	1	10
COCCNc1nc(N)c([N+](=O)[O-])c(NC2CCCCC2)n1	2	3	6	0	i	61*	-19	7	17	10
CCOC(=O)N1CCC(NC(=O)CCS(=O)(=O)c2ccc3c(c2)CCN3C(C)=O)CC1	-1	-7	-17	1	i	-4	-1	0	3	1
CCOc1ccc(-c2cc(CCCC(=O)N3CCN(c4ccc(OC)cc4)CC3)no2)cc1	-27	5	-43	-4	i	-1	5	8	36	-1
COc1ccc(C(CNC(=O)c2ccc(NS(=O)(=O)c3cccc([N+](=O)[O-])c3)cc2)N2CCOCC2)cc1 (stereo not given)	-6	4	2	1	i	-1	-1	4	8	6
